# From PubChem BioAssay
# mIAP activ: increases mouse intestinal alkaline phosphatase activity. muIAP, CDP-Star luminescence, 30 min; active compounds read high; 1 = vehicle-only enzyme signal, 0 = enzyme-free wells. activation factor at 10 µM. hit rate 0.24% among 330,000. AID 2805;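 active = activation factor of at least 2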; note: the source names both 10 and 20 µM as test concentration; values of inactives mirror those of a sister screen read the other way
#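 System: mouse IAP enzyme. Reagent: CDP-Star chemiluminescent phosphatase substrate. Benchmarks: DMSO wells, no-enzyme wells. Times: 30 min enzyme-substrate-compound incubation at room temperature. Detection: luminescence from enzymatic CDP-Star hydrolysis. Doses: test compounds delivered from DMSO solution.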
# MIN6 prolif: inducers of beta-cell replication in MIN6 cells. hit rate 0.29% among 330,000. AID 2380. MIN6 cells proliferation, ATPlite luminescence, 48 h; cells starved in 0.2% serum; 100% = growth in 10% serum. proliferation, % at 10 µM;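 active = compounds whose signal lies at least 3.5 SD above the mean of all wells on their plate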;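 note: 0% = DMSO-treated cells in low-serum medium and 100% = 10% serum control; some compounds called inactive have numbers as strong as hits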
# hIAP block: human IAP inhibition; P09923; purified IAP, CDP-Star luminescence, 30 min; inhibition, % at 10 µM; hit rate 0.12% among 330,000;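 active = inhibition reaching a set limit with compound at 10 µM in the primary screen, cut at about 35% in these data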;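 note: plate controls were DMSO wells with enzyme for no effect and no-enzyme buffer wells for full effect; values of inactives mirror those of a sister screen read the other way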
# mIAP block: blocks mouse intestinal alkaline phosphatase; inhibition, % at 10 µM; hit rate 0.2% among 330,000; purified mouse IAP, CDP-Star luminescence, 30 min;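 active = inhibition of at least 40% at 10 µM in the primary screen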;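 note: plate controls were DMSO with enzyme for no effect and no enzyme wells for full effect; values of inactives mirror those of a sister screen read the other way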
# MPTP inh: blocks calcium-induced mitochondrial swelling. isolated mouse mitochondria, Ca2+ swelling absorbance, 30 min. inhibition, % at 10 µM. hit rate 1.4% among 360,000. AID 602449;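 active = inhibition of 50% or more, scaled per plate between neutral and stimulator controls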;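 note: 0% = DMSO wells given calcium and 100% = 1 mM EGTA wells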
# hIAP act: human IAP activation; purified human IAP, CDP-Star luminescence, 30 min; active compounds read high; 1 = vehicle-only enzyme, 0 = enzyme-free background; activation factor at 10 µM; hit rate 0.16% among 330,000; AID 2524;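 active = activation factor of the enzyme at least 2-fold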; note: the source names both 10 and 20 µM as test concentration; values of inactives mirror those of a sister screen read the other way
# ATG4B inhibitor: blocks human ATG4B protease cleavage of LC3 substrate; ATG4B cleavage of LC3-PLA2, NBD-HPC fluorescence, 1 h; inhibition, % at 8.33 µM; hit rate 0.51% among 340,000; AID 504462; in the data active = inhibition above about 40%
# Target sequence (Q9Y4P1 whole entry, looked up): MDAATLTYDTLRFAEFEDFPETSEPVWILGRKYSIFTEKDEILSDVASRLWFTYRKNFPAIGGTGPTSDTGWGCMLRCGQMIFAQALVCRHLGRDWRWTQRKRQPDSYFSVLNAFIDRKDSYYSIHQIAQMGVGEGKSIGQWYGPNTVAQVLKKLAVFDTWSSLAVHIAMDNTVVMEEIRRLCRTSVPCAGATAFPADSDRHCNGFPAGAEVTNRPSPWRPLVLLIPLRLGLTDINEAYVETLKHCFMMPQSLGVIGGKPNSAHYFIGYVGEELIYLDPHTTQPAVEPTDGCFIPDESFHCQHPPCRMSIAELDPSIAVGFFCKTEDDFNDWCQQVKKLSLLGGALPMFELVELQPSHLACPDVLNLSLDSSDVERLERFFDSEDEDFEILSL
# A3A deaminase: blocks human APOBEC3A ssDNA deamination | recombinant A3A, FAM/TAMRA ssDNA deamination fluorescence | inhibition, % at 20 µM | hit rate 0.41% among 330,000;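 active = at least 40% inhibition at 20 µM here, with at most 30% in a related deaminase screen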;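 note: plate controls were A3A with DMSO for no effect and wells lacking A3A enzyme for full effect; some results filed as inactive read as strong as hits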
# Target sequence (P31941 whole entry, looked up): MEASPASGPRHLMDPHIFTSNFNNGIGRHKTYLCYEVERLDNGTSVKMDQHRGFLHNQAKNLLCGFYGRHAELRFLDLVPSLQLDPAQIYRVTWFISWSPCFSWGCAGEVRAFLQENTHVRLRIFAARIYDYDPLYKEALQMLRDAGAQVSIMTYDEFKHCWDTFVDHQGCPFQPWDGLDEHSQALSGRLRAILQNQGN
# A3G deaminase: inhibitors of human APOBEC3G DNA deaminase; Q9HC16; recombinant A3G, ssDNA deamination FAM/TAMRA fluorescence; inhibition, % at 20 µM; hit rate 0.28% among 330,000; AID 493012;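 active = inhibition of at least 40% at 20 µM, with no more than 30% in the related APOBEC3A deaminase screen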;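 note: plate controls were DMSO wells with A3G for no effect and wells lacking A3G enzyme for full effect; some compounds called inactive have numbers as strong as hits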
# Target sequence (Q9HC16 whole entry, looked up): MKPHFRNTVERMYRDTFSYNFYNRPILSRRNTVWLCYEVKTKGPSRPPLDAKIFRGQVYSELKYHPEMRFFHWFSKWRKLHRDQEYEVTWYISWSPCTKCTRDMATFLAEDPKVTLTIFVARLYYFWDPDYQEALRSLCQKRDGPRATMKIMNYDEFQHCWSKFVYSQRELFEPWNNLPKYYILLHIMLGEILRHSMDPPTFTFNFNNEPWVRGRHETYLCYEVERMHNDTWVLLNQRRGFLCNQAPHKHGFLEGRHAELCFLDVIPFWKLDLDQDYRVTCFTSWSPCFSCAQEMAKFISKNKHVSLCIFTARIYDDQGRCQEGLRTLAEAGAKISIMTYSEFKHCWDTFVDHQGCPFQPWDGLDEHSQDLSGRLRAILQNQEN
# * hit, by the source's call; · = no result given.
SMILES,mIAP activ,MIN6 prolif,hIAP block,mIAP block,MPTP inh,hIAP act,ATG4B inhibitor,A3A deaminase,A3G deaminase
CCCCn1c(-c2cccc(F)c2)nc2c1c(=O)[nH]c(=O)n2CC(C)C,1,0,2,-2,0.9,0.98,-13,-3,-9
Cc1oc(-c2ccccc2)cc1C(=O)NC1CCN(Cc2ccccc2)CC1,1.2,-3,-2,-20,1.8,1,-1,-4,-5
COc1ccc(NC(=O)C23CC4CC(CC(Cl)(C4)C2)C3)cc1S(=O)(=O)N1CCOCC1,1.3,1,-19,-30,-0.9,1.2,-3,0,2
O=C(Nc1nnc(-c2ccc(F)cc2)s1)Nc1ccccc1F,1,6,18,-2,4.0,0.82,3,-5,-8
COc1ccc(N2CCN(CCC(O)c3ccc4ccccc4c3)CC2)cc1 (stereo not drawn),1,-2,-8,-5,-0.7,1.1,-6,-10,-12
O=C(c1cc(-c2ccccn2)nc2ccc(Br)cc12)N1CCN(S(=O)(=O)c2ccccc2)CC1,0.84,1,6,16,0.1,0.94,-8,4,-2
Cc1ccc(S(=O)(=O)Nc2ccc(C(=O)N3CCCC3)cc2)c(C)c1NS(C)(=O)=O,1,0,22,0,-0.8,0.78,5,0,0
CCN1C(=C2C(=O)c3ccccc3C2=O)C=Cc2ccccc21,0.88,-2,6,12,0.9,0.94,-7,2,3
CC(C)CCNC(=O)C(=O)NCCC1=CCCCC1,1.1,-1,0,-6,1.2,1,-2,-1,-2
N#C/C(=C\c1c(N2CCOCC2)nc2ccccn2c1=O)C(=O)NC1CCS(=O)(=O)C1 (stereo not drawn),1.1,-2,19,-10,1.7,0.81,2,-1,-3
CCOC(=O)c1c(C)[nH]c(C(=O)OC)c1CCC(=O)OC,0.93,-3,-14,7,1.5,1.1,-8,-1,0
COc1ccc(NC(=O)CN(C)CC(=O)N(C)C2(C#N)CCC(C)CC2)cc1 (stereo not drawn),0.95,0,-5,5,-0.6,1,4,44*,9
Cc1n[nH]c(C)c1S(=O)(=O)N1CCC(C(=O)O)CC1,1.1,1,-1,-10,1.7,1,-4,2,-1
Cc1c(C(=O)O)oc2ccc(S(=O)(=O)N3CCCC3)cc12,1.1,5,18,-10,-1.8,0.82,-6,4,5
COc1ccc(C(=O)Nc2cc(Cl)ccc2-n2cncn2)c(OC)c1OC,0.97,3,-2,3,-3.0,1,-41,-5,-6
COc1ccc(NC(=S)NC2CCCCC2)c(OC)c1,0.95,-4,1,5,-2.8,0.99,-15,-3,1
CC(NC(=O)c1ccc2c(c1)C(=O)N(Cc1cccnc1)C2=O)c1ccccc1 (stereo not drawn),1,0,-15,-3,0.4,1.2,-2,2,2
COc1ccc(CNC(=O)C2CCN(C(=O)Cc3ccccc3)CC2)cc1,1,6,-1,-3,-1.0,1,-5,-3,-9
CC(C)(C)c1ccc(O)c(O)c1,0.98,-7,17,2,0.1,0.83,0,2,36
COc1ccc(/C=C/C(=O)NC(C)CCc2ccccc2)cc1OC (stereo not drawn),0.97,-1,1,2,0.9,0.99,-14,-2,-5

# Part of the list above in order of SMILES length, smallest number first:
SMILES,mIAP activ,MIN6 prolif,hIAP block,mIAP block,MPTP inh,hIAP act,ATG4B inhibitor,A3A deaminase,A3G deaminase
COc1ccc(NC(=S)NC2CCCCC2)c(OC)c1,0.95,-4,1,5,-2.8,0.99,-15,-3,1
CCOC(=O)c1c(C)[nH]c(C(=O)OC)c1CCC(=O)OC,0.93,-3,-14,7,1.5,1.1,-8,-1,0
COc1ccc(NC(=O)CN(C)CC(=O)N(C)C2(C#N)CCC(C)CC2)cc1 (stereo not drawn),0.95,0,-5,5,-0.6,1,4,44*,9
CC(NC(=O)c1ccc2c(c1)C(=O)N(Cc1cccnc1)C2=O)c1ccccc1 (stereo not drawn),1,0,-15,-3,0.4,1.2,-2,2,2

# Carrying on.
SMILES,mIAP activ,MIN6 prolif,hIAP block,mIAP block,MPTP inh,hIAP act,ATG4B inhibitor,A3A deaminase,A3G deaminase
Cc1ccc2nc(C)c(C(=O)N/N=C/c3ccc(N4CCOCC4)cc3)cc2c1,1,-4,6,-3,1.6,0.94,-3,1,-6
COc1ccccc1CNC(=O)CS(=O)Cc1nc(-c2ccccc2C)oc1C (stereo not drawn),0.87,5,-12,13,-0.9,1.1,1,-1,-1
COc1cccc(-c2nc(-c3ccc4c(c3)NC(=O)CO4)cs2)c1,0.96,-1,14,4,1.6,0.86,-24,-5,-8
CS(=O)(=O)N(CC(=O)NCc1ccco1)c1ccc(OCc2ccccc2)cc1,0.97,2,3,3,0.1,0.97,-6,3,-1
Cn1c(/N=C/c2ccccc2[N+](=O)[O-])nc2ccccc21,1.1,4,15,-7,-0.9,0.85,3,-6,-6
Cn1nccc1NS(=O)(=O)c1ccc(F)cc1,0.93,-1,-17,7,1.1,1.2,2,-2,-5
N#Cc1ccc(CSc2ccc(S(=O)(=O)N3CCCCCC3)cn2)cc1,0.89,0,-16,11,-1.9,1.2,-9,-5,-12
COc1ccc(/C=C/C(=O)c2ccc(O)cc2)cc1CN1CCOCC1,0.99,0,-1,1,0.2,1,-11,-5,-8
CCCCOc1ccc(C(=O)NCC(=O)OCC(=O)N2CCN(S(=O)(=O)c3ccc(C)cc3C)CC2)cc1,1.2,-2,-16,-20,-1.4,1.2,-22,-1,-5
CC(=O)Nc1cccc(C(=O)OCC(=O)NCc2ccc(F)cc2)c1,1.1,-1,-6,-5,2.4,1.1,0,4,-13
COc1cccc(-n2nc(C(=O)O)c3ccccc3c2=O)c1,0.99,-1,-22,1,-1.4,1.2,7,-4,7
CC(C)N(C(=O)COC(=O)[C@H](C)NC(N)=O)c1ccccc1,1.1,-1,-6,-10,0.6,1.1,1,0,-16
O=C(/C=C/c1ccc(N2CCC(c3ccccc3)=N2)cc1)c1ccccc1,0.9,-6,4,10,·,0.96,9,-24,-41
O=C(NCC(c1ccco1)N1CCCCC1)c1cccc(S(=O)(=O)Nc2ccc(F)cc2)c1 (stereo not drawn),0.99,-3,-15,1,0.0,1.2,5,-2,-5
CC1CN(C(=O)c2cccs2)CCN1C(=O)c1cccs1 (stereo not drawn),1,-1,12,-3,-2.9,0.88,-7,-1,-3
COc1ccccc1CNC(=O)CCNS(=O)(=O)/C=C/c1ccc(C)cc1,0.94,-1,5,6,-1.4,0.95,-44,-2,-8
Cc1ccnc(N/C=C(\C#N)c2nc(-c3cccc(Br)c3)cs2)c1,1.3,-3,5,-27,3.4,0.95,-15,-7,-14
Cc1ccc(C)c(NC(=O)C2CCCN(S(=O)(=O)c3ccc4[nH]c(=O)ccc4c3)C2)c1 (stereo not drawn),1.1,2,0,-8,0.6,1,0,-2,-9
CC(C)C(C(=O)NCC1CCCO1)N(Cc1ccco1)C(=O)CNS(=O)(=O)c1ccccc1 (stereo not drawn),0.97,0,1,3,-0.7,0.99,-4,-2,-3
C=CCc1cc(Cl)ccc1OCCCNC(C)CC (stereo not drawn),1,-5,-18,0,0.6,1.2,0,0,-5
Cn1c(=O)n(CCc2ccccc2)c(=O)c2c1nc1n2CCCN1c1ccccc1,0.97,-1,3,3,0.3,0.97,-7,0,-2
Cn1cc(CN2CCN(c3cnccn3)CC2)c(-c2cccc(Cl)c2)n1,0.97,0,-2,3,1.8,1,-3,-1,-4
c1ccc2c(OCCCN3CCCCCC3)cccc2c1,1.1,-3,-4,-7,1.0,1,-4,-2,0
Cc1ccc(C)n1-c1cccc(C(=O)O)c1,0.75,-3,7,25,·,0.93,·,101,97
CCN(CC)CCNC(=O)Cn1cnc2sc(C)c(S(=O)(=O)N3CC(C)CC(C)C3)c2c1=O (stereo not drawn),1.1,-3,-6,-8,0.3,1.1,-6,1,-6
O=C(NC(Cc1ccccc1)C(=O)N1CCCC1C(=O)O)c1ccccc1 (stereo not drawn),0.98,0,-3,2,-1.2,1,-12,-2,-4
CC1=NN(C(=O)c2csc(C)c2)C(O)(C(F)(F)F)C1 (stereo not drawn),1,3,4,0,-2.5,0.96,0,2,-1
CN(C)CCN(C(=O)/C=C/c1cccs1)c1nc2c(F)cc(F)cc2s1,0.89,0,-5,11,102*,1.1,3,-3,-6
CC(CC(=O)Nc1cc(C(F)(F)F)ccc1Cl)c1ccccc1 (stereo not drawn),1,-1,-6,-4,2.4,1.1,-2,4,3
Cc1ccccc1C(=O)O/N=C(\N)c1ccncc1,0.94,-4,-9,6,-1.0,1.1,3,0,-5
Oc1c(C(c2cccs2)N2CCN(c3cccc(Cl)c3)CC2)sc2ncnn12 (stereo not drawn),1,-2,-30,-4,-2.1,1.3,-13,-1,-8
CC(=O)N1CC2(C)CN(C(C)=O)CC(C)(C1)C2O (stereo not drawn),1.1,0,-16,-9,-3.5,1.2,8,-4,-8
CCN(CC)CCCNc1oc(/C=C/c2ccccc2)nc1C#N,1.2,-2,-2,-17,0.6,1,1,-1,-7
CC(=O)Oc1ccc(-c2csc(Nc3cccc(C)n3)n2)cc1,1,-4,-1,0,2.0,1,6,-5,-7
Cc1ccc(S(=O)(=O)N2CCC(C(=O)Nc3ccccc3N3CCCC3)CC2)cc1C,1.2,-2,0,-17,0.7,1,11,-2,-8
Clc1nc(Cl)nc(NCCC2=CCCCC2)n1,1,1,-6,-3,-0.8,1.1,-6,1,-11
Cc1cc([N+](=O)[O-])nn1CC(=O)N/N=C/c1ccc(O)cc1O,0.99,-4,-56,1,2.6,1.6,-4,4,-2
CCOC(=O)c1ccc(CC(=O)c2oc3cc(O)ccc3c2C)o1,0.87,-3,18,13,2.2,0.81,-1,-5,-6
C[N+](C)(C)CCN1C(=O)CSC1=O,0.94,-2,-19,6,2.2,1.2,-13,55*,16
CCOc1ccc(NC(=O)Cn2nnc(C(=O)NCCc3ccc(OC)c(OC)c3)c2N)cc1,1.1,-2,-15,-7,-0.2,1.2,-14,1,0
O=C(Nn1c(-c2ccccc2)nc2ccccc2c1=O)c1ccco1,0.9,1,5,10,-1.1,0.95,1,1,-7
O=C1NCCN(Cc2cccc(Oc3ccccc3)c2)C1CC(=O)N1CCCCC1 (stereo not drawn),1,-1,14,0,-1.0,0.86,6,0,0
CCCNC(=O)CSc1nc(COc2ccccc2)nc2ccccc12,1,2,14,-2,-0.9,0.86,8,0,6
O=C(CN(C1CCCCC1)S(=O)(=O)c1ccc(Cl)cc1)NCc1ccncc1,1,-1,-1,-5,-0.1,1,-8,4,-6
O=C(Nc1cc(Cl)ccc1N1CCOCC1)c1cccnc1,1,-4,14,-3,-0.1,0.86,-3,-6,-13
COC(=O)C1=C(C)N=C2SC(C)C(=O)N2C1c1cccc(F)c1 (stereo not drawn),0.98,0,-2,2,-0.3,1,-4,2,1
O=C1CCCc2oc3c(c21)CCCC3,1.1,2,-6,-6,0.6,1.1,9,3,4
CCc1nnc(NC(=O)C2CCCN2S(=O)(=O)c2ccc(F)cc2)s1 (stereo not drawn),1,-1,4,-2,-0.5,0.96,-11,-6,-6
O=[N+]([O-])c1ccc(N2CCCC2)nc1N1CCCC1,0.86,1,10,14,2.3,0.9,4,-1,-9
COc1ccc(-c2csc(N(CCCN(C)C)C(=O)c3ccc(C)cc3)n2)cc1,0.92,-4,-16,8,4.2,1.2,-1,-2,-3
Cc1ccc(C(=O)c2coc3cc([N+](=O)[O-])c(O)c([N+](=O)[O-])c23)cc1,0.98,-4,10,2,8.6,0.9,4,2,-3
CC(C)Cc1cc(C(=O)NCc2cccs2)no1,1,0,24,-1,1.1,0.77,-4,-1,-5
COc1ccccc1C(=O)N(Cc1ccc(C)o1)C1CCS(=O)(=O)C1 (stereo not drawn),1,-4,-25,-4,-2.7,1.3,-5,-3,-8
